ELG1 genotox: genotoxicity induction in ELG1-luciferase HEK293T cells | hit rate 1.3% among 330,000 | HEK293T ELG1-luciferase reporter, luminescence, 16 h | Potency, µM (doses to about 46 µM), without a hit: top-dose activity change, positive = activation, hits mostly activators; note: % of control where 0% means no effect; nearly all actives have a fitted effect of over 60% in size
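HEK293T cells expressing luciferase-tagged ELG1 were treated with compound or DMSO for 16 hr at 37°C. Luciferase activity was then read after 30 min with ONE-Glo at room temperature; rising signal flags genetic stress.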
FLuc modulator: inhibits or activates purified firefly luciferase, miR-21 counter-screen; Potency, µM (highest dose often 57.5 µM), for the others: at the highest dose activity change, negative = inhibition, actives largely listed as inhibitors; hit rate 6.9% among 360,000; purified FLuc, Km substrates, luminescence inhibition; P08659;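 note: plate controls were vehicle for no effect and reference inhibitor for full effect; nearly all actives have a fitted effect of over 55% in size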
Target sequence (P08659 whole entry, looked up): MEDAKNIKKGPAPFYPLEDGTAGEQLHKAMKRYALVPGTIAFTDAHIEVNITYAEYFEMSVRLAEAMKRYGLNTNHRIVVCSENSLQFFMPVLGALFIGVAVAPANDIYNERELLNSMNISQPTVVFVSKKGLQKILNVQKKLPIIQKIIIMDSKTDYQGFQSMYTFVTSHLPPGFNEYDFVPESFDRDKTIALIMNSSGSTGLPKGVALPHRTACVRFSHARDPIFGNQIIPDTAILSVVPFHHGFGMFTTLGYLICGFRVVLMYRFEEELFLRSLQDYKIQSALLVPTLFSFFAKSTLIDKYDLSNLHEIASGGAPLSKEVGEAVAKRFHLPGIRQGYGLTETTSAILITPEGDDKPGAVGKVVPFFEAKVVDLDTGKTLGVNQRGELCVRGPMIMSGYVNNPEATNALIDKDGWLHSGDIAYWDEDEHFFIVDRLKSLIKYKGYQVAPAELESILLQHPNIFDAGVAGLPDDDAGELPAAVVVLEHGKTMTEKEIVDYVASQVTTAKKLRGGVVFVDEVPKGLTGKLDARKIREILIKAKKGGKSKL
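Purified P. pyralis luciferase (10nM final) with 10uM D-luciferin and 10uM ATP (Km levels) in 50mM Tris acetate pH 7.5, 10mM Mg acetate, 0.01% Tween-20, 0.05% BSA; qHTS 6-point titration, ~60 µM downward; luminescence read.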
uPA surface inh: blocks generation of uPA at the cell surface; cell surface uPA generation assay, qHTS; Potency, µM (highest dose often 38.3 µM), inactives show top-dose activity change, negative = inhibition, usual class: inhibitors; hit rate 0.31% among 330,000; AID 540303; active = well fitted inhibition curve with a large enough effect; inconclusive = small, poorly fitted or top-dose-only effect; inactive = no such curve, though single readings can be large or run the other way; tested in mouse RAW 264.7 cells; note: % is set by controls: 0 for no effect and ±100 for the full control effect; nearly all actives have a fitted effect of over 55% in size
BRCA1 expr act: activators of BRCA1 expression; MCF7-BRCA1-FFLuc reporter, luminescence, 48 h; response scale: scaled: vehicle 0%, 10 µM genistein 100%; Potency, µM (highest dose often 46.1 µM), without a hit: at the top dose activation, usual class: activators; hit rate 1.1% among 380,000; AID 624202; note: nearly all actives have a fitted effect of over 80% in size; some results filed as inactive show a strong effect at the top dose
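MCF7-BRCA1-FFLuc, 2000 cells/well; 2 h attach, 37 °C/5% CO2; compound 48 h; luciferase substrate 15 min; luminescence end-point. Norm. to genistein 10 microM max activation and DMSO; concentration-response curves fitted.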
p53 reactivation: re-activators of mutant p53; H1299 p53-A138V BP100-luciferase reporter, luminescence, 24 h; Potency, µM (highest dose often 92.2 µM), for inactives: at the top dose activity change, positive = activation, most hits filed as activators; hit rate 0.063% among 320,000; note: % of control where 0% means no effect; nearly all actives have a fitted effect of over 45% in size
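p53-null H1299 cells stably carrying temperature-sensitive p53-A138V and a BP100-luciferase reporter were pinned with compounds (4-point, 1:5 series) and held 24 hrs at 37 deg C. Luminescence was read 10 min after detection reagent.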
MBNL1 CUG block: MBNL1-poly(CUG) RNA binding inhibition; Potency, µM (highest dose often 57.5 µM), for inactives: top-dose activity change, negative = inhibition, actives largely listed as inhibitors; AID 2675; hit rate 0.036% among 280,000; TR-FRET MBNL1-His/biotin-(CUG)12 binding, 665/545 ratio; active = well fitted inhibition curve with a large enough effect in the signal ratio, with a control signal flat, not every such curve was filed as active; inconclusive = small, poorly fitted or top-dose-only effect, or effect the other way, or a change in a side signal; inactive = no such curve, though single readings can be large or run the other way; the % refers to the signal ratio; note: % is set by controls: 0 for no effect and ±100 for the full control effect
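Ratiometric TR-FRET (665 over 545 nm, excitation 340 nm) tracks disruption of MBNL1-His/biotin-(CUG)12 complex after 60 min at room temperature, with compounds at 92 nM to 58 uM final.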
RORgamma inh: ROR gamma (mouse) transcription inhibition. P51450. Drosophila S2 Gal4-RORgamma UAS-luciferase reporter, 20 h. Potency, µM (highest dose often 53.6 µM), without a hit: top-dose activity change, negative = inhibition, most hits filed as inhibitors. hit rate 5.4% among 310,000. AID 2551; note: % is set by controls: 0 for no effect and ±100 for the full control effect; nearly all actives have a fitted effect of over 60% in size
Target sequence (P51450 whole entry, looked up, the tested form may be a part): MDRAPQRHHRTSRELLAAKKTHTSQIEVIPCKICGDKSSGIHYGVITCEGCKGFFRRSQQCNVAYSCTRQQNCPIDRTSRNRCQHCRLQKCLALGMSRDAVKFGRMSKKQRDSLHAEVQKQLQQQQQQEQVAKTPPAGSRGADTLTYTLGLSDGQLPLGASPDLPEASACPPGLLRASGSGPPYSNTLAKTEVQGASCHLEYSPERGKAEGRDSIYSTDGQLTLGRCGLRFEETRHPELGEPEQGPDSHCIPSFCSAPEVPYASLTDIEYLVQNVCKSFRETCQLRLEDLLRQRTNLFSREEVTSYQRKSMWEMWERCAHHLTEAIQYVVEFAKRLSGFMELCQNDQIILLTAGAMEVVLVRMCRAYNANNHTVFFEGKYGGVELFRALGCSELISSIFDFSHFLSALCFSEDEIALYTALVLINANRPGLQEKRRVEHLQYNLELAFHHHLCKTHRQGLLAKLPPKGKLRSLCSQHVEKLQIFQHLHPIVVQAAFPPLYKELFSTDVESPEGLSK
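Drosophila S2 cells stably expressing Gal4-DBD/mouse RORγ fusion under metallothionein promoter plus UAS-luciferase; compound 1 h, then 700 uM CuSO4 induction for 20 h at ambient temperature; inhibition read as reduced luminescence.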
NPC1 promoter act: NPC1 promoter activation; Huh7 NPC1 promoter luciferase reporter, 24 h; Potency, µM (doses to about 9.22 µM), without a hit: at the top dose activation, actives largely listed as activators; hit rate 2.4% among 320,000; AID 485313;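 note: % of control where 0% means no effect; nearly all actives have a fitted effect of over 60% in size; reporter is driven by a mutant NPC1 promoter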
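Stably transfected Huh7 (NPC1 promoter→luciferase), 1500 cells/well in Opti-MEM + 10% FBS, 2 h settle, then compound 24 h at 37 °C. Luminescence after 10 min with Amplite reagent.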
Rab9 promoter act: activates the Rab9 promoter; Huh7 Rab9 promoter-luciferase reporter, luminescence, 24 h; Potency, µM (highest dose often 9.22 µM), for the others: at the highest dose activation, negative = inhibition, most hits filed as activators; hit rate 2.8% among 320,000; note: % of control where 0% means no effect; nearly all actives have a fitted effect of over 60% in size
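Huh7 cells stably carrying a Rab9 promoter-luciferase reporter, 1500 cells per well in OP-MEM I with 10% FBS, treated with compound 24 hours at 37C. Luciferase activity read by luminescence after 10 minutes with Amplite reagent.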
Gal4-VP16 FLuc: Gal4-VP16 reporter inhibition counter-screen. Drosophila S2 Gal4-VP16 UAS-luciferase, luminescence, 20 h. Potency, µM (doses to about 53.6 µM), without a hit: at the highest dose activity, negative = inhibition, most hits filed as inhibitors. hit rate 3.5% among 310,000;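 note: Gal4-VP16 expression switched on by copper sulfate through the metallothionein promoter; % is set by controls: 0 for no effect and ±100 for the full control effect; nearly all actives have a fitted effect of over 50% in size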
The depositor's hits bear a star; ? = inconclusive; . = not tested or not shown; [ ] = another dose, or the depositor's remark. Unless noted, calls come from the whole dose curve; as a rule, active = well fitted curve in the direction sought with a large enough effect; inconclusive = small, poorly fitted or top-dose-only effect, or another doubt; inactive = no such curve, though single readings can be large; an effect the other way counts as inactive or inconclusive. Potency is the fitted concentration of half-maximal effect.

canonical_smiles | ELG1 genotox | FLuc modulator | uPA surface inh | BRCA1 expr act | p53 reactivation | MBNL1 CUG block | RORgamma inh | NPC1 promoter act | Rab9 promoter act | Gal4-VP16 FLuc
Cc1cccc(CSc2nnc(NC(=O)CSc3nnc(C)s3)s2)c1 | 3% | ? | 1% | 71% | -4% | 0% | -15% | -4% | 1% | 0%
Cc1ccc(-n2nc3c(=O)n(CCCC(=O)NCc4ccc(Cl)cc4)nc(C)c3c2C)cc1 | -13% | -10% | 2% | -41% | -5% | 15% | -1% | -5% | -9% | -10%
CC1(C)CC(=O)C2=C(C1)OC(N)=C(C#N)C2c1ccccc1 (stereo not given) | 3% | 1% | -4% | 5% | -1% | -7% | 29% | 1% | -1% | 0%
C=CCc1cccc(CNc2nc3ccccc3n2CCN2CCOCC2)c1O | -28% | 1% | . | -37% | -18% | -1% | -1% | -2% | -4% | 1%
Cc1ccc2[nH]c(=O)c(CN(Cc3ccc4c(c3)OCO4)Cc3nnnn3Cc3ccco3)cc2c1 | -25% | 3% | -10% | -26% | -23% | -9% | 47% | 0% | -10% | -13%
OC(CNCc1ccccc1Cl)C(F)(F)F (stereo not given) | 0% | -1% | 12% | 19% | 1% | -4% | 4% | -1% | -4% | -20%
CCN1C(=NCCc2cccs2)N[C@@H](c2cccs2)C(C(=O)OC)=C1C | -3% | 2% | ? | -18% | 15% | 6% | 9% | 0% | -8% | -1%
NC(=O)Cn1cc(/C=N/NC(=O)c2ccc(Cn3cc(Cl)cn3)o2)c(-c2ccccc2)n1 | 0% | 1% | 2% | -10% | 0% | 0% | -2% | 1% | -4% | 0%
O=C(COC(=O)c1ccco1)NC1CCCCC1 | 1% | ? | 5% | 10% | ? | -4% | -8% | 0% | -4% | 16%
Cn1cc(/C=N/n2cnc3sc4c(c3c2=O)CCCC4)c2ccccc21 | -4% | -4% | 2% | -77% | -3% | -4% | 4% | 1% | 13% | -2%
COc1ccc(S(=O)(=O)N(CCc2ccccc2)CC(=O)O)cc1C | 2% | ? | . | -7% | -4% | ? | -3% | 6% | 1% | 1%
S=C(Nc1ccc(-c2nc3ccccc3[nH]2)cc1)Nc1cccnc1 | ? | 13µM* | -3% | -3% | ? | -6% | 5% | ? | 1.4µM* | 5%
COc1ccc(COC(=O)N/N=C(\C)CC(=O)NCc2ccc(Cl)cc2)cc1 | 5% | ? | 2% | 0% | 9% | -7% | 10% | -5% | 1% | 11%
COc1ccc(-c2nc3cnccn3c2NCc2ccccc2)cc1SC1CCCCC1 | -3% | 2% | 8% | -59% | -1% | . | . | -6% | -1% | .
C[N+]1(CCN2C(=O)C3CC=C(Cl)CC3C2=O)CCOCC1 (stereo not given) | 2% | -1% | -6% | -12% | -3% | -8% | -1% | -1% | 0% | -18%
COc1ccc2oc(=O)c(N3C(=O)c4ccccc4C3=O)cc2c1 | -3% | 4% | 5% | 8% | -1% | 10% | 22% | 2% | -3% | -2%
O=C(COc1ccc(Cl)cc1)Nc1nnc(-c2ccco2)o1 | -2% | ? | 15% | 2% | -1% | -2% | 11µM* | -3% | -8% | ?
O=C(NCc1ccco1)c1ccc(Cn2c(=O)c3sccc3n(Cc3ccc(F)cc3)c2=O)cc1 | -1% | 6% | ? | 0% | -9% | 3% | 4% | -2% | -6% | 6%
Cc1cc(C)n(C(=O)c2ccc(S(=O)(=O)N3CCOCC3)cc2)n1 | 2% | 0% | . | 0% | 0% | -3% | -1% | -2% | 15% | 0%
CCOc1ccc(N2C(=O)C3ON(C)C(c4ccc([N+](=O)[O-])cc4)C3C2=O)cc1 (stereo not given) | -2% | 3% | 9% | 1% | -1% | -1% | -7% | -1% | -4% | -8%
Cc1cc(C)n(-c2cc(N3CCN(C(=O)c4ccc(C(C)(C)C)cc4)CC3)ccc2[N+](=O)[O-])n1 | -6% | ? | -12% | -59% | 0% | ? | ? | -3% | 0% | -16%
CCCCN(C(=O)CSCC(=O)Nc1cccc(C)c1)c1c(N)n(Cc2ccccc2)c(=O)[nH]c1=O | -1% | -1% | -2% | -17% | -8% | . | . | -1% | -2% | .
COc1ccc(C(C)(C)C)cc1NC(=O)CCc1c(C)noc1C | -1% | . | -24% | 2% | -7% | . | . | -4% | 0% | .
Cc1cc(C(=O)Nc2cccnc2)no1 | 4% | -2% | . | 2% | 19% | -5% | 13% | 0% | -1% | -2%
CCN(CC)c1ccc(/C=N/NC(=O)CC(C)C)cc1 | 10% | ? | 0% | 31% | 8% | 13% | 18% | 11% | 19% | 6%
CCCCn1c(SCC(=O)Nc2ccc3c(c2)OCCO3)nnc1C(CC)N(C)C (stereo not given) | -2% | 4% | -8% | 6% | -1% | . | . | -6% | -2% | .
CCOC(=O)N1CCN(C(=O)c2ccc3c(c2)ncn3C2CCCC2)CC1 | 0% | 3% | 7% | 12% | -15% | 6% | 12% | 14% | -2% | 6%
CCCOc1ccc(C(C)(O)CN2CCOCC2)cc1 (stereo not given) | 0% | 6% | 5% | -1% | -2% | -3% | 0% | -3% | 2% | 1%
O=C(NC1C(=O)NNC1c1ccc(Cl)cc1)c1ccc(F)cc1 (stereo not given) | -1% | 0% | 5% | 0% | 1% | -5% | 2% | 0% | -5% | -15%
CC1CCc2c(sc(NC(=O)Cn3nc(C(F)(F)F)c4c3CCCCC4)c2C#N)C1 (stereo not given) | -1% | -20% | 2% | -3% | 8% | -16% | 7% | 9% | -3% | -6%
Cc1c(OCc2ccccc2)cccc1OCc1ccccc1 | 15% | ? | 13% | 77% | 6% | -26% | 43%[10 µM] | -2% | 2% | 7%[10 µM]
Cc1ccc(OCCN2CCN(C(=O)CCC(=O)Nc3nnc(CC(C)C)s3)CC2)cc1 | -2% | 4% | -4% | -35% | 11% | 3% | ? | -23% | -35%[inhibitor] | -17%
CCOc1ccc(NC(=S)NC(=O)Cc2ccccc2)cc1 | 5% | 0% | 5% | -7% | 19% | 0% | 4µM* | 2% | 0% | 10µM*
Cn1c(=O)c2c(ncn2CC(=O)OCC(=O)NC2CCCc3ccccc32)n(C)c1=O (stereo not given) | 2% | 1% | 4% | 1% | 4% | -2% | 6% | 2% | -5% | 8%
CN1CCN(C(=O)CCCN2C(=O)/C(=C/c3ccccc3)SC2=S)CC1 | -5% | -18% | -3% | -54% | ? | ? | -15% | -5% | -13% | -4%
COC(=O)CC(NC(=O)c1ccco1)c1cccc2ccccc12 (stereo not given) | -3% | 5% | 1% | -20% | -11% | -3% | 3% | -2% | -8% | 10%
Cc1cc(C)c([N+](=O)[O-])cc1NCC(=O)N1CCN(c2ccccc2)CC1 | -8% | -4% | 14% | -11% | -4% | 17% | 19% | 3% | 0% | -2%
CC1=C(C(=O)OCC2CCCO2)C(c2ccc(Cl)c(Cl)c2)NC(=O)N1 (stereo not given) | -2% | -4% | -6% | -19% | -5% | -5% | -7% | -9% | 5% | -10%
Cc1cc(Br)cc(C)c1OCC(=O)NNC(=O)CCC(=O)NCc1ccccc1 | -6% | -2% | -3% | 0% | -1% | -13% | 9% | 2% | -4% | 1%
Cc1nnsc1-c1nnc(SCC(=O)c2ccc(C#N)cc2)n1C1CC1 | 0% | -2% | 13% | 2% | -2% | . | -3% | 0% | 3% | 2%
O=C(Nc1cccc(S(=O)(=O)N2CCCC2)c1)c1ccccc1OC(F)F | -4% | 4% | 0% | -3% | -20% | 4% | 0% | 0% | -1% | 4%
Cn1c(C(=O)NCC2CCCO2)cc2c(=O)[nH]c3ccccc3c21 (stereo not given) | 1% | 9% | 1% | 58% | 13% | -14% | ? | -7% | 3% | -8%
COc1cccc(NC(=O)N2CCCC2C(=O)NC2CCCCC2)c1 (stereo not given) | 7% | 1% | 4% | -11% | 0% | -4% | -5% | 2% | 1% | 1%
CCOc1ccccc1OCCCCN1CCCC1 | 0% | 2% | 0% | 2% | -2% | -10% | -6% | 1% | -3% | -2%
O=S(=O)(c1ccccc1)c1nc(-c2ccccc2)oc1N1CCCC1 | 0% | -13% | 7% | 21% | -3% | -5% | 18% | 0% | 12% | -20%
Cc1cc(/C=C(\C#N)C(=O)O)c(C)n1CC(C)C | 5% | ? | -15% | 51% | 27% | 0% | -3% | -1% | -2% | 4%
CCOc1ccc(C(=O)NCC(=O)OC2CCOC2=O)cc1OCC (stereo not given) | 1% | 1% | -2% | 14% | 4% | -21% | -13% | -1% | 8% | 1%
CCOC(=O)c1sc(NC(=O)CCN2CCN(CC)CC2)c(C(=O)OCC)c1C | 0% | 0% | -5% | -15% | -4% | -19% | ? | 0% | -5% | ?

In another format: 2 of the compounds above.
Each structure is followed by: ELG1 genotox, FLuc modulator, uPA surface inh, BRCA1 expr act, p53 reactivation, MBNL1 CUG block, RORgamma inh, NPC1 promoter act, Rab9 promoter act, Gal4-VP16 FLuc
- Cc1nnsc1-c1nnc(SCC(=O)c2ccc(C#N)cc2)n1C1CC1
 : 0%, -2%, 13%, 2%, -2%, ., -3%, 0%, 3%, 2%
- Cc1cc(C)c([N+](=O)[O-])cc1NCC(=O)N1CCN(c2ccccc2)CC1
 : -8%, -4%, 14%, -11%, -4%, 17%, 19%, 3%, 0%, -2%
